Screening data (PubChem)
STAT1 act: activators of IFN-gamma induced STAT1 signaling; activation (% of control), % at 5.5 µM; 2.6% of 200,000 active; NIH 3T3 STAT1-luciferase reporter, luminescence; 100% = IFN-gamma alone, no compound;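 active means activation above the screen-wide mean activation plus 3 SD, cut at about 130% in these data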;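 further: raw ratio to IFN-gamma control signal so 100% means no change and 0% no light; values of inactives mirror those of a sister screen read the other way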
Diaph inh CS: inhibits diaphorase or chemically oxidizes, flagging diaphorase assay artifacts; inhibition, % at 20 µM; diaphorase resazurin-to-resorufin fluorescence, NADH, 16 min; bacterial (C. kluyveri) enzyme, not human; 0.69% of 190,000 active;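 active means primary screen inhibition at 20 µM above a set limit, cut at about 50% in these data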;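 further: plate controls were DMSO with full reaction for no effect and wells lacking NADH for full effect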
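Test system: diaphorase enzyme from Clostridium kluyveri; amount: diaphorase at 0.14 U/mL in enzyme working solution; detection: fluorescence of resorufin formed from resazurin, Ex 544/Em 590 nm; times: reaction incubation of 16 min at room temperature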
Diaph act CS: diaphorase activation or chemical reduction counter-screen | 0.005% of 190,000 active | activation factor at 20 µM | Diaphorase/resazurin coupled assay, resorufin fluorescence, 16 min; hits give high values; 1 = vehicle wells, 0 = NADH-free wells;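 active means diaphorase activity raised at least twofold by the compound at 20 µM; inactive means activation factor below 2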
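Material: bacterial diaphorase enzyme (C. kluyveri); amount: enzyme 0.07 U/mL final; reagent: NADH substrate 0.114 mM plus resazurin dye 0.1 mM, final; doses: single compound dose of 20 µM, 1% DMSO final; timing: 16 min enzyme reaction, ambient temperature; measured by: fluorescence of resorufin, 544 nm excitation, 590 nm emission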
G6PDH CS: inhibits Leuconostoc G6PDH, flagging false hits in G6PDH-based assays. 0.12% of 200,000 active. AID 1020. inhibition, % at 5 µM. Purified L. mesenteroides G6PDH, diaphorase/resazurin coupled fluorescence, 45 min; in the data active means inhibition above about 50%
FLuc stim CS: affects firefly luciferase, flagging false hits in luciferase stimulation screens. 200,000 tested, under 10 active. ATPlite luciferase biochemical, luminescence, 10 min; 0 = ATP-free wells, 1 = DMSO control. AID 1027. activation factor at 10 µM;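 active means luciferase activation factor, scaled between plate controls, of at least 2 with compound at 10 µM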
Target sequence (P08659 whole entry, looked up): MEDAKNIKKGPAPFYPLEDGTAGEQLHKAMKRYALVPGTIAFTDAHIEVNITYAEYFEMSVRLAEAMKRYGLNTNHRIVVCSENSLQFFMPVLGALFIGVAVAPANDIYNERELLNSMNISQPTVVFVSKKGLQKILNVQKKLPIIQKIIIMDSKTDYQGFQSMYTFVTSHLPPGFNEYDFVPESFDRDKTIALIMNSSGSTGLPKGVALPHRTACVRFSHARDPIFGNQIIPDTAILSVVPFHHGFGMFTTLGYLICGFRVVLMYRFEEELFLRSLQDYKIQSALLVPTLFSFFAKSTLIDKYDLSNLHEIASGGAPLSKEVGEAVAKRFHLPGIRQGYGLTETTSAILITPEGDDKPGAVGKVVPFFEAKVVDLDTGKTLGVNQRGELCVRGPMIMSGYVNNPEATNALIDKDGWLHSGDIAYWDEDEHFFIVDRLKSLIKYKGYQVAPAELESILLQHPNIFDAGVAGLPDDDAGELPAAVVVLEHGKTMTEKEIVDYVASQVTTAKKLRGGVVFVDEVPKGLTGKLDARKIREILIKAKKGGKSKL
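Assay system: Luciferase/luciferin detection reagent, cell-free biochemical luciferase assay / Also added: ATP substrate / Schedule: 10 min at ambient temperature / Measured by: luminescence measurement of luciferase light output / Benchmarks: low control with PBS replacing ATP, high control enzyme plus ATP without compound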
APP 5UTR inh: APP translation inhibition; AID 1285; inhibition, % at 2 µM; 0.82% of 190,000 active; SH-SY5Y APP 5'UTR-luciferase reporter, luminescence;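 active means inhibition above a set limit, derived from the sample mean plus 3 SD, cut at about 45% in these data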; further: values of inactives mirror those of a sister screen read the other way
FLuc inh counter: inhibits firefly luciferase, flagging false hits in luciferase inhibition screens | inhibition, % at 10 µM | ATPLite firefly luciferase biochemical luminescence, 10 min | P08659 | 1.5% of 200,000 active;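 active means inhibition above about 50% when tested at 10 µM, limit read from the data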
APP 5'UTR act: activates APP 5'UTR luciferase reporter; 1% of 190,000 active; activation, % at 2 µM; SH-SY5Y APP 5'UTR luciferase reporter, luminescence; zero percent = DMSO vehicle wells;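 active means activation above a set limit, based on mean plus 3 SD of controls, cut at about 140% in these data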; further: values of inactives mirror those of a sister screen read the other way
NF-kB expr up: compounds increasing NF-kB expression in human neuronal cells. NF-kB reporter expression; hits give high values. 1.6% of 190,000 active. fold change at 12.5 µM; in the data active means fold change above about 3.3
TLR4-MyD88 BLA: blocks binding of human TLR4 to MyD88; O00206+Q99836; HeLa CL3-4 TLR4/MyD88 BLA complementation, FRET ratio; inhibition, % at 8.4 µM; 0.18% of 200,000 active; AID 861; in the data active means inhibition above about 25%;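 further: 0% = vehicle and 100% = reference inhibitor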
* = called active by the depositor.

The line under a structure holds: APP 5'UTR act	NF-kB expr up	STAT1 act	FLuc stim CS	FLuc inh counter	TLR4-MyD88 BLA	Diaph inh CS	APP 5UTR inh	Diaph act CS	G6PDH CS
CC(NC(=O)C1CCC(CNS(=O)(=O)c2ccccc2)CC1)c1ccc2c(c1)OCCO2 (stereo not drawn)
 : -8	0.83	89	1	-2	-17	9	8	0.9	5
O=C(NCCCN1CCN(CCCNC(=O)c2cccc([N+](=O)[O-])c2)CC1)c1cccc([N+](=O)[O-])c1
 : -1	0.95	109	1.1	-7	-2	4	1	1	0
CC(=O)Nc1ccc2nc(NC(=O)CCc3ccccc3)sc2c1
 : 8	1.1	134*	1	-3	4	10	-8	0.9	0
Cc1nn(-c2c(Cl)cc(Cl)cc2Cl)c(=O)c2ccccc12
 : -1	1.1	95	1	2	-3	17	1	0.8	13
CCOc1ccc(-c2ccc(SCC(=O)NCC3CCCO3)nn2)cc1 (stereo not drawn)
 : 69	2.1	117	0.3	72*	-5	-2	-69	1	4
O=[N+]([O-])c1ccc(Cc2nnc(-c3ccccc3Cl)o2)cc1
 : 166*	3.6*	97	1	0	0	8	-166	0.9	3
CCOC(=O)c1nn(-c2ccc(F)cc2)c2c1CC/C2=C/c1ccccc1
 : -5	1.2	97	1.1	-8	8	22	5	0.8	-7
O=C(O)CN(c1ccc(F)cc1)S(=O)(=O)c1ccc2c(c1)OCCO2
 : -4	1.4	98	1	-4	-5	20	4	0.8	11
Cc1ccc(NC(=O)C(c2ccccc2)C2CCCC2)cc1 (stereo not drawn)
 : 18	0.94	107	1	3	2	5	-18	1	11
Cc1ccc2c(n1)sc1c(-c3ccc(Br)cc3)c(C#N)c(N)nc12
 : -2	0.98	102	1.1	-10	-15	0	2	1	8
CCOC(=O)CCc1c(C)c2c(C)nn(-c3ccccc3)c2[nH]c1=O
 : 11	1.2	98	1	-1	-5	14	-11	0.9	7
CC(=O)OCC1=C(C(=O)O)N2C(=O)C(NC(=O)C(C)Cn3cc(Cl)cn3)C2SC1 (stereo not drawn)
 : 2	1.1	104	1.1	-6	-14	9	-2	0.9	0
CCN(CC)CCCNC(=O)c1ccc2c(=O)n(Cc3ccc4c(c3)OCO4)c(=S)[nH]c2c1
 : 4	0.96	110	1	-1	4	-7	-4	1.1	-1
O=C(Nc1ccccc1N1CCOCC1)c1cc(Br)c(Br)s1
 : 5	1.6	96	1	-3	-4	3	-5	1	-2
CCc1ccc(NC(=O)COC(=O)c2ccc(Cl)c(S(=O)(=O)N3CCCCCC3)c2)cc1
 : -1	1.1	98	1.1	-6	-5	17	1	0.8	12
COCCn1nnnc1C(c1cc(OC)ccc1OC)N1CCc2ccccc2C1 (stereo not drawn)
 : -15	0.89	93	1.1	-7	2	18	15	0.8	5
O=C(C1CCCN1S(=O)(=O)c1cccc2cccnc12)N1CCc2ccccc2C1 (stereo not drawn)
 : -17	1.1	96	1	-2	10	19	17	0.8	1
Cc1nn(-c2ccccc2)c(Cl)c1/C=N/Nc1nc2ccccc2n1C
 : 77	1.8	145*	0.6	38	7	2	-78	1	-12
COc1cccc(NC(=O)Cn2cc3c(n2)CCCCC3)c1
 : 9	1.1	105	1.1	-8	-5	-14	-9	1.1	4
O=S(=O)(/N=C(/Nc1ccccn1)c1ccccc1)c1ccc(Cl)cc1
 : 8	1	98	1.1	-9	-6	18	-8	0.8	4
CC(=O)c1ccc(NC(=O)N2CCN(c3cccc(Cl)c3)CC2)cc1
 : 17	0.61	101	1	-3	-1	2	-17	1	-33
COc1ccc(CNC(=O)NC(C)(C)c2cccc(C(C)(C)NC(=O)NCc3ccc(OC)cc3)c2)cc1
 : 10	1	99	1	-5	-11	13	-10	0.9	-12
CCCCNS(=O)(=O)c1ccc2c(c1)oc(=O)n2CC(=O)OCC
 : 4	1.2	102	1.1	-6	-1	12	-4	0.9	-2
c1ccc(-n2c(SCc3nc(-c4cccs4)no3)nnc2-c2ccco2)cc1
 : -1	0.82	97	1	2	-6	23	1	0.8	14
C[C@@H]1CN=C2N(CCNC(=O)CCC3CCCCC3)[C@H](Cc3ccc(O)cc3)CN21
 : 0	1.1	97	1	-3	-3	3	0	1	5
CC(=O)N1CCc2cc(C(=O)CN3CCCN(Cc4ccc(F)cc4)C3)ccc21
 : 7	1.1	90	1	-4	-4	0	-6	1	0
CCC(C)NC(=O)C1CCN(S(=O)(=O)c2cccs2)CC1 (stereo not drawn)
 : -24	0.97	95	1	-4	-16	17	24	0.8	-1
O=C(Cn1cnc2scc(-c3cccc([N+](=O)[O-])c3)c2c1=O)NCc1ccco1
 : -15	0.83	100	1	-5	-3	30	15	0.7	3
CC(CCc1ccccc1)NC(=O)CN(C)Cc1ccccc1F (stereo not drawn)
 : 1	1.2	93	1.1	-9	-15	12	-1	0.9	0
CC(C)CNC(=O)NC(=O)COC(=O)c1cc(F)cc(F)c1
 : -10	1	100	1	-4	-4	4	10	1	4
COc1ccc(C2(O)CCN(CC(=O)Nc3nc(-c4ccccc4)cs3)CC2)cc1
 : -19	0.72	106	1	-4	-7	6	19	0.9	2
NC1=NC(=O)/C(=C\c2cccs2)S1
 : -2	1.1	106	0.9	7	10	12	2	0.9	12
COc1ccc(NC(=S)N(CCN2CCOCC2)Cc2ccccc2F)cc1
 : -9	0.97	94	1.1	-8	-1	2	9	1	2
COc1ccc(NC(=S)Nc2ccc3cn[nH]c3c2)cc1
 : 9	1.2	104	1	-4	-3	25	-9	0.7	12
O=C(COc1ccc(-c2nnco2)cc1)NCc1ccccc1Cl
 : -19	1.2	105	1.1	-5	-3	8	19	0.9	-16
O=C(/C=C/c1ccc(Cl)cc1)NC(=S)Nc1ccc(NC(=O)c2ccco2)cc1
 : -81	1.2	115	1.1	-8	-3	4	81*	1	-25
CC(=O)/C(N=Nc1cccc(C(F)(F)F)c1)=C(\C)O
 : -1	1.4	106	1	-4	10	-12	1	1.1	1
CC1(C)Cc2c(sc(NC(=O)C3CC(Cl)=CCC3C(=O)O)c2C#N)CO1 (stereo not drawn)
 : -2	1	106	1	2	10	-11	2	1.1	-4
CCn1nc(C(C)C(=O)O)c2ccccc2c1=O (stereo not drawn)
 : -12	1	107	1.1	-6	-16	10	12	0.9	5
CC1CN(C(=O)Cc2ccc(-c3ccccc3)cc2)CC(C)O1 (stereo not drawn)
 : 9	0.91	96	0.9	5	-1	13	-9	0.9	16
CC(C)C(C(=O)Nc1ccc(N2CCOCC2)cc1)N1C(=O)c2ccccc2C1=O (stereo not drawn)
 : -6	0.92	106	1	-3	-7	10	6	0.9	-1
CCOc1ccc(N2CC(C(=O)Nc3c(C)n(C)n(-c4ccccc4)c3=O)CC2=O)cc1 (stereo not drawn)
 : 11	1.2	92	1	-2	2	26	-11	0.7	4
CCOc1cc(C(=O)N2CCN(C/C=C/c3ccccc3)CC2)cc(OCC)c1OCC
 : -5	0.86	103	1	-3	-6	10	5	0.9	1
CC1=C(C#N)C(c2cccnc2)C2=C(N1)c1ccccc1C2=O (stereo not drawn)
 : 4	0.62	98	1.1	-7	0	17	-4	0.8	5
Cc1cc(-c2ccccc2)nc2cc(C(=O)NCCCn3ccnc3)nn12
 : 4	0.81	103	1	-4	-7	-6	-4	1.1	1
Cc1noc(C)c1CSc1ncnc2sc3c(c12)CCCCC3
 : -4	1.1	108	1	2	-4	16	4	0.8	-5
Cn1ncc(Br)c1C(=O)Nc1ccc(Br)cn1
 : 4	1.3	103	1	-2	-13	-7	-4	1.1	0
CC1Oc2ccccc2N(CC(=O)NCCc2ccccc2)C1=O (stereo not drawn)
 : -8	1.2	103	1	-2	-10	5	8	0.9	5
COC(=O)c1ccc(Sc2ccc(F)cc2)c(N)c1
 : 40	0.87	128	1	-5	-10	19	-40	0.8	0
COc1ccc(C(=O)NCCc2cn3ccc(C)cc3n2)cc1
 : 8	1.3	102	1.1	-10	-5	22	-8	0.8	-3
O=C(O)c1ccc(-c2nc3ccccc3[nH]2)cc1
 : 2	1.1	106	0.9	7	-3	3	-2	1	7
O=C(Cn1cnc2c(nnn2Cc2ccc(Cl)cc2)c1=O)NCc1ccco1
 : 0	1.1	98	1	-3	-1	18	0	0.8	6
NC(=O)CS(=O)(=O)c1nc2ccccc2n1CC(=O)N1CCCCC1
 : 2	1.9	102	1	-4	5	5	-2	1	-4
CN1CCN(CC(O)c2ccccc2)CC1 (stereo not drawn)
 : -2	1	103	1	-1	-2	2	2	1	9

Single records, from the list above. Order of screens: APP 5'UTR act | NF-kB expr up | STAT1 act | FLuc stim CS | FLuc inh counter | TLR4-MyD88 BLA | Diaph inh CS | APP 5UTR inh | Diaph act CS | G6PDH CS
CC1=C(C#N)C(c2cccnc2)C2=C(N1)c1ccccc1C2=O (stereo not drawn) is listed with 4 | 0.62 | 98 | 1.1 | -7 | 0 | 17 | -4 | 0.8 | 5
O=C(Cn1cnc2c(nnn2Cc2ccc(Cl)cc2)c1=O)NCc1ccco1 is listed with 0 | 1.1 | 98 | 1 | -3 | -1 | 18 | 0 | 0.8 | 6
NC(=O)CS(=O)(=O)c1nc2ccccc2n1CC(=O)N1CCCCC1 is listed with 2 | 1.9 | 102 | 1 | -4 | 5 | 5 | -2 | 1 | -4
O=C(O)c1ccc(-c2nc3ccccc3[nH]2)cc1 is listed with 2 | 1.1 | 106 | 0.9 | 7 | -3 | 3 | -2 | 1 | 7
